Exocytosis inh = LAMP-1 surface exposure blockers, TALL-104 cells – cell-based, flow cytometry, MLPCN library, primary screen. TALL-104 LAMP-1 surface exposure; cells stimulated with thapsigargin and PMA. inhibition, % at 10 µM. actives 0.66% (n = 360,000). AID 651702, 2012;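 active = inhibition above about 55%, limit read from the data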
TLR9-MyD88 inh = inhibitors of TLR9-MyD88 association in cells, primary screen, cell-based, CHO, BLA complementation, fluorescence; actives 0.21% (n = 340,000); CCF4 FRET ratio; inhibition, % at 4.98 µM;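 active = inhibition above the mean over all tested compounds plus 3 SD, cut at about 21% in these data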;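 also: 0% = DMSO only wells and 100% = clavulanate BLA inhibitor control wells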
aDG glyco act = activators of alpha-DG glycosylation, primary screen, uHTS, Pro5-aDG cells, AlphaScreen. activation, % at 10 µM. actives 0.22% (n = 360,000). alpha-DG glycosylation AlphaScreen (IIH6); 0% Pro5, 100% B10-LARGE cell signal;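 active = activation of at least 8% versus controls, or a plate z-score of at least 8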;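 also: Pro5 are CHO cells carrying HIG-tagged alpha-DG that lacks glycosylation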
NOD2-RIPK2 inh = NOD2-RIPK2 binding disruptors in cells, primary screen, fluorescence, CHO cells, BLA complementation; inhibition, % at 4.98 µM; CCF4 ratio; Receptor-interacting serine/threonine-protein kinase 2 (Homo sapiens), O43353; actives 0.38% (n = 360,000); AID 624267, 2012; in the data active = inhibition above about 21%;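 also: 0% = vehicle only and 100% = reference blocker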
Target sequence (O43353 whole entry, looked up): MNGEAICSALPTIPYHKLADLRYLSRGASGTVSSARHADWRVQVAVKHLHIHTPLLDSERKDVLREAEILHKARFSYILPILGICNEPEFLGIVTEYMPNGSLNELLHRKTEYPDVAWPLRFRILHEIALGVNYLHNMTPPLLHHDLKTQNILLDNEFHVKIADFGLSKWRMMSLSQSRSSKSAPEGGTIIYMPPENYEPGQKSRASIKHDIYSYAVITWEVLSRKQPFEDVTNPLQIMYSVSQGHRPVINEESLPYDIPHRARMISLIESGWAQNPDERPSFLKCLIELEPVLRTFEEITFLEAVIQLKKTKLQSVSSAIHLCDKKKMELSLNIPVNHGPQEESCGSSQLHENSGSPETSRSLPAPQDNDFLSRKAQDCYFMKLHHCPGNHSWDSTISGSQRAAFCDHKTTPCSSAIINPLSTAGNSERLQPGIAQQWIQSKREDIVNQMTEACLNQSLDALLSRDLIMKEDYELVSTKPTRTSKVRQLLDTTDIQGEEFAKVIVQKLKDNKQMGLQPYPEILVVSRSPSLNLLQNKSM
MC4R antag cAMP = MC4R antagonists of cAMP signaling, primary screen, cell-based, TR-FRET, antagonist arm of biased-ligand search; inhibition, % at 6.5 µM; Melanocortin receptor 4 (Homo sapiens), P32245; MC4R-expressing cells, MTII-stimulated cAMP, LANCE TR-FRET; actives 0.48% (n = 360,000);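 active = inhibition above its plate's cutoff, the mean of tested wells on that plate plus 3 SD, cut at about 29% in these data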;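 also: 0% = Melanotan II alone and 100% = Melanotan II plus saturating MCL0020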
Target sequence (P32245 whole entry, looked up): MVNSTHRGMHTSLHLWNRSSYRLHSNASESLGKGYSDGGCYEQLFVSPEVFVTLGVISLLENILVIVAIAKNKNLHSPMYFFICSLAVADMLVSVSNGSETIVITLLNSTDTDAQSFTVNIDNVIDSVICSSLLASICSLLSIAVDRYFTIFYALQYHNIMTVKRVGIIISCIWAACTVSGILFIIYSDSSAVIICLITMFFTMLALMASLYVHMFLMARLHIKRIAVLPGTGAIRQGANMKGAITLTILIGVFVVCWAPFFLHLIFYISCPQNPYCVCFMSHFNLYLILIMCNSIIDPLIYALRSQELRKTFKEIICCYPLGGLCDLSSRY
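Material: human MC4R-expressing U2OS cells. Probe or stimulus: Melanotan II challenge. Dosing: 6.5 µM single dose. Times: 30-min compound, 1-h challenge, 1-h detection, room temperature. Technique: TR-FRET with Eu-cAMP and labeled anti-cAMP, 671 nm. Replication: singlicate.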
ABCB6 inh MLPCN = ABCB6 transporter inhibitors, primary screen, K562-ABCB6 cells, flow cytometry, MLPCN library | ATP-binding cassette sub-family B member 6 (Homo sapiens), Q9NP58 | K562-ABCB6 porphyrin accumulation, 1 h; hits give low values | fluorescence ratio to DMSO, % at 10 µM | actives 0.19% (n = 360,000) | AID 602162, 2011;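 active = fluorescence ratio to DMSO below 75%, the collection mean minus 3 SD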;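 also: signal is porphyrin accumulated inside mitochondria; 100% equals median channel fluorescence of DMSO control wells; lower ratio means ABCB6 inhibition with less porphyrin fluorescence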
MC4R barr agon = MC4R agonists recruiting beta-arrestin, primary screen, cell-based, luminescence, agonist arm of biased-ligand search. U2OS MC4R beta-arrestin complementation; percent of melanotan II response, DMSO zero. activation, % at 8.9 µM. actives 0.98% (n = 360,000). AID 540308, 2011;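 active = activation above a per-plate cutoff, the mean activation of sample wells on that plate plus 3 SD, cut at about 8% in these data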
Vif inh = HIV Vif self-association inhibitors, primary screen, imaging, HEK293T, single point; inhibition, % at 7.49 µM; HEK293T cells, Vif self-association by quenched fluorescence, 24 h; actives 0.35% (n = 340,000); in the data active = inhibition above about 50%, passing the limit was not always enough; also: some results filed as inactive read as strong as hits
ABHD5-PLIN5 inh = ABHD5-PLIN5 interaction inhibitors, primary screen, cell lysate, split luciferase complementation, luminescence; Perilipin-5 (Homo sapiens) + 1-acylglycerol-3-phosphate O-acyltransferase ABHD5 (Homo …; Split G. princeps luciferase complementation, 4 h; inhibition, % at 4 µM; actives 0.78% (n = 360,000);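 active = inhibition above the mean inhibition across every tested compound plus 3 SD, cut at about 22% in these data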;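 also: 0% = DMSO only wells and the 100% control is not disclosed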
Glyco luc inh = increase of ERlucT glycosylation luciferase signal, primary screen, N-linked glycosylation inhibitor project, D54 ERlucT cells, luminescence, set 2; D54 ERlucT glycosylation luciferase reporter, 24 h; percent of 100 nM tunicamycin response; reporter increase, % at 12.5 µM; actives 0.23% (n = 360,000); AID 588692, 2011;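 active = mean luciferase reporter signal, scaled so untreated is 0 and the glycosylation-blocking control 100, at or above a set limit in every replicate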;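 also: luciferase carries N-glycosylation sites so blocking glycosylation raises the light; 0% = median of neutral control wells and 100% = median of 100 nM tunicamycin wells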
An asterisk follows results filed as active; . = no result given.

A first look:
SMILES	Exocytosis inh	TLR9-MyD88 inh	aDG glyco act	NOD2-RIPK2 inh	MC4R antag cAMP	ABCB6 inh MLPCN	MC4R barr agon	Vif inh	ABHD5-PLIN5 inh	Glyco luc inh
CC(C)(C)c1ccc(C(=O)NCCCNC(=O)c2cccnc2)cc1	3	-11	0.0	-4	6	95	-2.1	-21	8	0
OC(CN1CCOCC1)CN1CCOCC1	2	-7	3.3	-8	-1	98	-0.5	6	0	0
Cc1onc(-c2ccccc2)c1C(=O)N1CCN(Cc2ccccc2)CC1	0	-12	-0.1	-10	2	97	-3.1	2	11	-1
C=C1C2(C(=O)Nc3ccc(SC(F)F)cc3)CCC(C2)C1(C)C (configuration not stated)	0	2	0.6	3	-4	97	17*	-25	-8	-4
Cc1cccc(NC(=O)c2ccc(S(=O)(=O)N(C)C)cc2)n1	3	0	-0.6	-2	2	93	-2.4	-7	1	-2
Cc1ccc(S(=O)(=O)Cn2nnnc2C(C(C)C)N2CCc3ccccc3C2)cc1 (configuration not stated)	-1	-11	-0.1	3	-2	103	1.2	-4	-2	-3
CCOC(=O)c1c(C)oc2ccc(OC(=O)COc3c(F)c(F)c(F)c(F)c3F)cc12	1	-3	-0.1	-3	-7	97	-2.1	-15	-3	-1

Results (from the top)
SMILES	Exocytosis inh	TLR9-MyD88 inh	aDG glyco act	NOD2-RIPK2 inh	MC4R antag cAMP	ABCB6 inh MLPCN	MC4R barr agon	Vif inh	ABHD5-PLIN5 inh	Glyco luc inh
CC(C)(C)c1ccc(C(=O)NCCCNC(=O)c2cccnc2)cc1	3	-11	0.0	-4	6	95	-2.1	-21	8	0
OC(CN1CCOCC1)CN1CCOCC1	2	-7	3.3	-8	-1	98	-0.5	6	0	0
Cc1onc(-c2ccccc2)c1C(=O)N1CCN(Cc2ccccc2)CC1	0	-12	-0.1	-10	2	97	-3.1	2	11	-1
C=C1C2(C(=O)Nc3ccc(SC(F)F)cc3)CCC(C2)C1(C)C (configuration not stated)	0	2	0.6	3	-4	97	17*	-25	-8	-4
Cc1cccc(NC(=O)c2ccc(S(=O)(=O)N(C)C)cc2)n1	3	0	-0.6	-2	2	93	-2.4	-7	1	-2
Cc1ccc(S(=O)(=O)Cn2nnnc2C(C(C)C)N2CCc3ccccc3C2)cc1 (configuration not stated)	-1	-11	-0.1	3	-2	103	1.2	-4	-2	-3
CCOC(=O)c1c(C)oc2ccc(OC(=O)COc3c(F)c(F)c(F)c(F)c3F)cc12	1	-3	-0.1	-3	-7	97	-2.1	-15	-3	-1
Cc1ccc(-c2nnn(CC(=O)N3CCCCC3)n2)cc1	0	9	-0.1	-13	-3	101	-0.9	5	9	1
CCOC(=O)C1=C(CN2c3ccccc3CC2C)NC(=O)NC1c1ccccc1 (configuration not stated)	-2	-6	0.0	-16	2	104	4.0	.	-3	-2
C=CCNc1oc(-c2cccc(F)c2)nc1C#N	-5	2	-0.1	-3	-2	95	5.4	1	10	-1
CN(Cc1cnn(-c2ccc(F)cc2)c1)C(=O)[C@H]1O[C@@H](n2cnc3c(N)ncnc32)[C@H](O)[C@@H]1O	-2	.	-0.3	-18	.	99	.	-9	-5	-2
O=C(Nc1ccc(-c2cccc(F)c2)cc1)C1CCCN(Cc2ccccn2)C1 (configuration not stated)	2	-5	2.5	-5	9	96	1.9	1	-3	-4
COc1ccccc1CC(NC(C)=O)C(=O)NC1CCN(C(=O)c2ccc(C)cc2)CC1 (configuration not stated)	14	-5	0.0	-1	-4	98	-0.4	-8	2	1
COc1ccc(C(=O)NN(C)c2nc(-c3ccccc3)cc(C)c2S(C)(=O)=O)cc1	1	3	0.3	0	21	96	-0.5	0	-8	-1
C=CCSc1ncccc1C(=O)O	-1	-37	-0.4	0	15	104	-1.5	-1	-4	0
Cc1ccc(OCC(=O)NNC(=O)CSc2ncnc3sc(C)c(C)c23)cc1	10	-2	-0.1	-10	-3	97	-4.5	-3	-2	13
Oc1ccc(/C=N/NC(=S)NC2CC3CCC2C3)cc1 (configuration not stated)	7	-9	-0.2	-3	-3	98	0.8	-2	-8	-5
O=C(NCc1cccc(C(F)(F)F)c1)C1CC2Cn3c(nc4ccccc43)C2N1Cc1ccccc1 (configuration not stated)	-11	3	1.2	-1	8	95	-0.2	2	-2	1
CCC1CN(C(=O)N2CCC(C(=O)NCc3ccco3)CC2)c2ccccc2O1 (configuration not stated)	2	-4	0.4	4	6	100	-1.5	-6	-4	2
Cc1ccc(C(=O)NCCCN2CCOCC2)cc1S(=O)(=O)N1CCOCC1	-13	-20	-0.1	-4	1	96	-2.1	25	6	0
O=C1CC(=C2c3ccccc3-c3ccccc32)C(=O)N1CCN1CCN(c2cccc(Cl)c2)CC1	-2	-6	-0.2	1	12	94	1.5	2	2	4
C=CCNc1nc2ccccc2c(=O)[nH]1	-3	-6	-0.2	-11	-3	99	-3.5	.	2	-2
CCOC(=O)c1cnc(-c2ccccc2)nc1N1CCOCC1	4	-23	-0.3	-7	27	94	0.8	15	1	0
O=C(NCc1ccncc1)C(=O)NCC(c1ccco1)N1CCN(c2ccccc2F)CC1 (configuration not stated)	-6	-1	0.3	5	5	98	-1.0	-5	-2	1
CCN1C(=O)C2(/C(=C(\O)c3ccc4c(c3)OCCO4)C(=O)C(=O)N2CCCOC)c2ccccc21 (configuration not stated)	0	-5	0.1	-8	-4	103	2.9	42	8	-1

Quoted at random: three entries already listed.
SMILES	Exocytosis inh	TLR9-MyD88 inh	aDG glyco act	NOD2-RIPK2 inh	MC4R antag cAMP	ABCB6 inh MLPCN	MC4R barr agon	Vif inh	ABHD5-PLIN5 inh	Glyco luc inh
Cc1onc(-c2ccccc2)c1C(=O)N1CCN(Cc2ccccc2)CC1	0	-12	-0.1	-10	2	97	-3.1	2	11	-1
Cc1ccc(OCC(=O)NNC(=O)CSc2ncnc3sc(C)c(C)c23)cc1	10	-2	-0.1	-10	-3	97	-4.5	-3	-2	13
CCOC(=O)C1=C(CN2c3ccccc3CC2C)NC(=O)NC1c1ccccc1 (configuration not stated)	-2	-6	0.0	-16	2	104	4.0	.	-3	-2

Continued.
SMILES	Exocytosis inh	TLR9-MyD88 inh	aDG glyco act	NOD2-RIPK2 inh	MC4R antag cAMP	ABCB6 inh MLPCN	MC4R barr agon	Vif inh	ABHD5-PLIN5 inh	Glyco luc inh
O=C(Nc1ccc(C(=O)N2CCCC2)cc1)Nc1ccc(Cl)cc1Cl	0	3	0.0	-8	4	87	-1.5	.	-3	-2
CC1CCc2sc3nc(NCc4ccco4)n4ncnc4c3c2C1 (configuration not stated)	-1	-10	0.2	-11	-12	95	2.6	3	5	1
COc1ccccc1/C=N/NC(=O)C(C)Cn1cnc2ccccc21 (configuration not stated)	1	13	-0.2	-3	1	94	-1.9	3	1	4
O=C(OCC1OC2C(Oc3nc(=O)ccn32)C1O)c1ccccc1 (configuration not stated)	11	-5	-0.1	2	-1	94	3.3	0	6	2
CCOC(=O)c1n[nH]n(-c2cc(Cl)cc(Cl)c2)c1=O	-6	1	-0.1	-16	-5	96	0.5	-7	-5	1
COc1ccccc1N1CCN(C2CCCCC2NS(=O)(=O)c2ccc(Cl)cc2)CC1 (configuration not stated)	3	-2	-0.2	-7	0	94	0.7	6	5	-7
COc1ccc(OC(=O)/C=C/c2ccc([N+](=O)[O-])cc2)cc1	-2	-5	0.0	-4	5	98	-1.5	11	5	-1
Cc1cccc(C(=O)OCC(=O)NCc2ccc3c(c2)OCO3)c1C	-2	19	0.0	2	7	85	0.1	0	-1	-1
Cc1cc2nc(-c3ccc(F)cc3)c(Cc3ccccc3)n2c(C)c1Br	0	.	0.1	2	.	100	.	.	-22	-6
CN(C(=O)CC1C(=O)NCCN1C/C=C/c1ccccc1)C1CCOCC1 (configuration not stated)	0	-16	-0.1	-2	-7	86	1.4	10	4	1
CCOc1ccc(/C=C/C(=O)C(C(N)=O)=C2SCCS2)cc1	-4	13	0.6	13	3	103	-1.0	-1	2	-2
COc1ccccc1-c1ccc(SCC(=O)NCc2ccc3c(c2)OCO3)nn1	2	8	-0.1	8	5	93	-1.9	-2	1	-1
Cc1cc(C)cc(N(CC(=O)N2CCC(C)CC2)S(=O)(=O)c2ccccc2)c1	-2	3	1.2	-12	1	97	0.8	4	-2	-3
N#Cc1cc(N2CCCCC2)c([N+](=O)[O-])cc1C#N	-2	0	0.0	3	3	104	0.1	1	2	1
O=C(COC(=O)c1cc(S(=O)(=O)N2CCOCC2)ccc1O)Nc1cc(S(=O)(=O)N2CCCC2)ccc1Cl	0	-1	-0.2	-8	30*	98	0.7	2	5	1
O=C(CC(c1ccccc1)c1ccccc1)OCn1nnc2ccccc2c1=O	3	4	0.0	-4	2	99	-1.0	-7	2	2
Cc1cccc(NC(=O)CSc2ccc(-c3cccs3)nn2)c1C	-2	-6	0.1	-15	2	100	3.7	-5	-6	-3
COc1ccccc1/C=C/C=N/NC(=O)CN1CCN(Cc2ccccc2)CC1	-3	-13	0.5	-4	-12	95	-0.5	4	-8	-5
COc1cc(C2=NOC(C(=O)NC3CCCCC3)C2)cc(OC)c1OC (configuration not stated)	-1	0	0.3	-8	3	85	-1.8	-3	2	1
COc1ccccc1CNC(=O)Cn1ccsc1=N	36	-6	-0.4	7	12	97	-0.1	-13	2	2
C=CCN1C(=O)N(/C=C/C)c2cccc3cccc1c23	3	2	0.1	7	-7	94	-0.5	3	-7	3
CCCCCCCCOC(=O)c1nc(Cl)c(Cl)c(N)c1Cl	2	-4	-0.2	-7	5	97	0.0	12	3	1
Cc1ccc(-c2nnc(NC(=O)c3ccc([N+](=O)[O-])o3)o2)c(C)c1	0	6	0.2	-8	-4	95	-6.2	-13	3	3
O=c1cc[nH]c2ccc([N+](=O)[O-])cc12	-2	-3	-0.2	6	7	98	-2.9	-8	-3	4
COc1ccc(Cn2c(C)nc3c(c2=O)c2nc4ccccc4nc2n3Cc2ccco2)cc1	43	3	0.1	15	19	107	11*	0	33*	-11
CC(C)N1CCC(=NNc2ccc(S(=O)(=O)N3CCOCC3)cc2[N+](=O)[O-])CC1	-4	5	-0.1	6	5	98	-3.0	.	-3	2

Screening data deposited in PubChem by several laboratories.

Not all compounds are listed, so the mix of outcomes need not match the whole.
